CRFBP-R2 block – antagonists of CRF-binding protein/CRF-R2 receptor complex | HEK293 CRF-R2/CRF-BP, CRF-induced calcium fluorescence | inhibition, % at 11.8 µM | 350,000 compounds, 0.59% hits | AID 588475;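 active = inhibition of the ligand-induced calcium signal above about 50% at the single tested concentration, limit read from the data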
p-CIP stab down – lowers stability of the mouse p/CIP coactivator protein. 290,000 compounds, 0.01% hits. decrease of EGFP signal, % at 10 µM. F442A p/CIP-EGFP cells, EGFP fluorescence, 16 h;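 active = EGFP signal decrease of at least 30% at 10 µM or well 3 SD below plate mean, unless failing retest; inactive = the rest, including hits failing retest or dose response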; also: some compounds called inactive have numbers as strong as hits; many of its hits are not listed in these tables
MEKK3 PB1 HTS – MEKK3-MEK5 PB1 interaction, increase or decrease | binding response (% of control), % at 10 µM | bead-based flow cytometry, Alexa488-MEK5 binding to MEKK3; actives lie on both sides; 0 = blocked by unlabeled MEK5, 100 = vehicle | Q99759 | 290,000 compounds, 1.4% hits;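 active = binding response more than 3 SD above or below the average of its plate-row segment, actives on both sides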;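 also: Alexa488 bead fluorescence after subtracting the streptavidin-only scavenger bead signal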
PHOSPHO1 inh – blocks human PHOSPHO1 phosphatase activity. inhibition, % at 13.3 µM. Q8TCT1. 290,000 compounds, 1.1% hits. AID 1565. recombinant PHOSPHO1, absorbance phosphatase assay; in the data active = inhibition above about 60%
Target sequence (Q8TCT1 whole entry, looked up): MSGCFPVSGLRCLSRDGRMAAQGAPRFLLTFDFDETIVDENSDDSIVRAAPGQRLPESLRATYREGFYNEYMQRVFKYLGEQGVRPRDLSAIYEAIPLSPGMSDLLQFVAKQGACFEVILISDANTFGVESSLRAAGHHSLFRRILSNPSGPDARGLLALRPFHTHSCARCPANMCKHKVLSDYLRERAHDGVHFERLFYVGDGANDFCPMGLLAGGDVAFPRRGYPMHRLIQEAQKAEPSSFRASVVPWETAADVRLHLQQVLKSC
IDE inh – inhibitors of human insulin-degrading enzyme in cells; HEK cells, FAbetaB cleavage, fluorescence polarization; AID 434962; P14735; 320,000 compounds, 0.41% hits; inhibition, % at 5.59 µM;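 active = percent inhibition above the average of all tested compounds plus 3 SD, set per screening campaign, cut at about 16% in these data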;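 also: IDE supplied by intact live HEK cells; FP after avidin binding of uncleaved biotin substrate so inhibition keeps polarization high; 0% = DMSO wells and 100% = 60 µM reference IDE inhibitor Ii1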
CRFBP-R2 agonist – agonists of human CRF-binding protein/CRF-R2 receptor complex. AID 588473. activation, % at 13.2 µM. 350,000 compounds, 0.46% hits. HEK293 CRF-R2/CRF-BP, calcium dye fluorescence (FLIPR); percent of saturating CRF peptide response;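 active = activation of at least 50%, plus an integration ratio under a set limit after plate pattern correction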;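 also: plate controls were neutral control wells without compound for no effect and CRF at EC100 for full effect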
GalR3 antagonist – human GalR3 antagonism; O60755; HEK293 GalR3-CNG cAMP membrane potential fluorescence; galR3 body fused to GalR1 C-terminus; inhibition, % at 3 µM; 360,000 compounds, 0.44% hits;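 active = inhibition above the screen-wide average plus 3 SD, cut at about 13% in these data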;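 also: forskolin and galanin both at EC90 stimulate the cells; cAMP rise reported by CNG channel membrane potential dye signal; 0% = forskolin plus galanin with DMSO and 100% = forskolin alone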
Target sequence (O60755 1-299 limits assumed): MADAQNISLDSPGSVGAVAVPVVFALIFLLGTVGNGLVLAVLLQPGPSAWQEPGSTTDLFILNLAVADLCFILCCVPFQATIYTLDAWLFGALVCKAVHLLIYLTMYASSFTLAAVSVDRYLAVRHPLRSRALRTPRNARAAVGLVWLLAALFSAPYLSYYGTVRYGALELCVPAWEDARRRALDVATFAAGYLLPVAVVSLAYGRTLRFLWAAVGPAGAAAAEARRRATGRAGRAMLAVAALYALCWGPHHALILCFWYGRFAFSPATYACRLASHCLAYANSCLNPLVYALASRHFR
IDE act – boosts human insulin-degrading enzyme activity in HEK cells; P14735; AID 493087; FAbeta-B cleavage, fluorescence polarization; 0% vehicle, 100% cell-free pure enzyme wells; activation, % at 5.96 µM; 340,000 compounds, 0.073% hits;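 active = activation above the mean of all tested compounds plus 3 SD, set per screening campaign, cut at about 17% in these data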
CHRM4 PAM – positive allosteric modulators of human muscarinic M4 receptor; P08173; CHO-K1 hM4/Gqi5, Fluo-8 calcium fluorescence, ACh EC20; 0% = ACh EC20, 100% = maximal ACh; activation, % at 3 µM; 360,000 compounds, 0.4% hits;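 active = activation above its plate's cutoff, the mean activation of sample wells plus 3 SD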; also: some results filed as inactive read as strong as hits
Target sequence (P08173 whole entry, looked up): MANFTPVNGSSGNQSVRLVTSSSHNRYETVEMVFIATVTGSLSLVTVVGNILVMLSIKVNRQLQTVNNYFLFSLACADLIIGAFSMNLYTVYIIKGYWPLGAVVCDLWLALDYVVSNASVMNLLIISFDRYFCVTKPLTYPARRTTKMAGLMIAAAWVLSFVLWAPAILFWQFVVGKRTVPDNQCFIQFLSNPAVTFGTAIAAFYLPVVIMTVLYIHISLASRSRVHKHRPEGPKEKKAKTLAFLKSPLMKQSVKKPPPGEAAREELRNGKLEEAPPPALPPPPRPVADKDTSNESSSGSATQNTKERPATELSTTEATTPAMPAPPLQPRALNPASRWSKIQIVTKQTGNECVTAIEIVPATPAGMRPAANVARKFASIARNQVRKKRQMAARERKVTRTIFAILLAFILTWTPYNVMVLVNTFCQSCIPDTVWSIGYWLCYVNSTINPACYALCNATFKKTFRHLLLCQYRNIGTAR
The depositor's hits bear a star; . = no result given; & = joins results of further samples.

SMILES	CRFBP-R2 block	p-CIP stab down	MEKK3 PB1 HTS	PHOSPHO1 inh	IDE inh	CRFBP-R2 agonist	GalR3 antagonist	IDE act	CHRM4 PAM
Cc1c(C(=O)OCc2nc3scc(-c4ccccc4)c3c(=O)[nH]2)cccc1[N+](=O)[O-]	-17	-6	97	-7	-3	-2.0	8	5	9
O=c1/c(=C/c2ccc([N+](=O)[O-])cc2)sc2n1CCCN=2	-17	-3	110	21	3	-0.7	-2	-5	8
COc1ccc(C(CNC(=O)c2oc3ccc(OC)cc3c2C)N2CCCC2)cc1 (centres undefined)	-4	.	.	.	0	2.9	-3	-3	5
O=C(c1ccc2nc(-c3ccccc3)c(-c3ccccc3)nc2c1)N1CCCCC1	-2	-15	87	18	-3	-0.1	1	-1	-19
CCOc1ccc(OCCSc2nnnn2C2CCCCC2)cc1	0	-6	.	55	-3	1.0	-4	1	3
COc1cc2ccccc2cc1C(=O)NCCCN1CCOCC1	12	.	.	.	13	-2.7	-1	4	-1
CCCc1ccc(-c2csc(NC(=O)Cc3cccs3)n2)cc1	27	10	104	11	9	-2.2	2	8	2
CCN(CC)S(=O)(=O)c1ccc(Cl)c(C(=O)Nc2cc(C)nn2-c2ccccc2)c1	-1	-1	100	6	1	-0.8	-2	4	10
COc1cccc(C(=O)NCc2n[nH]c(=S)n2-c2cccc(C)c2)c1	4	4	99	87*	5	0.6	-1	2	6
Cc1ccc(-c2nn(C(C)(C)C)c3ncnc(NS(=O)(=O)c4ccc([N+](=O)[O-])cc4)c23)cc1	-59	7	100	48	-1	1.0	-4	7	1
C/C=C/c1ccc(OCCN2C(=O)NC(C)(C)C2=O)c(OC)c1	8	-58	108	2	-4	-0.7	-5	6	22
NC(=O)c1cc(-c2ccccc2)nc(Oc2ccccc2)n1	-16	-7	112	11	7	-2.0	-9	7	-4
O=C(NN=C(Cc1ccccc1)Cc1ccccc1)c1ccncc1	7	-1	94	16	4	-3.1	4	-5	-24
Cc1ccn(CC(=O)N2CCCC(N3CCN(c4ccc(F)cc4)CC3)C2)n1 (centres undefined)	3	-10	103	41	.	-0.4	-10	-2	-6
CCOC(=O)C1(Cc2ccccc2)CCN(Cc2ccon2)CC1	-5	-11	104	6	4	-0.7	-6	3	5
CCOC(=O)C1=C(CC)OC(N)=C(C#N)C1c1ccc(F)cc1F (centres undefined)	-2	-8	97	46	1	-1.3	-5	5	-1
Cc1nn(Cc2cccc(C(=O)NC3CCCCC3)c2)c(C)c1Cl	4	-10	.	23	1	-1.0	-1	5	-4
COc1cccc(C(=O)NCC(=O)OCC(=O)NC2CCCCC2)c1	4	.	.	.	-2	-3.7	-4	4	4
Brc1ccc(-c2ncc3ccccn23)cc1	-11	-6	89	-6	2	0.1	1	0	12
COc1ccccc1C(=O)N/C(=C\c1ccccc1)C(=O)NC(C)C(=O)O (centres undefined)	-6	-3	104	6	6	0.6	8	6	-5
O=C(c1ccc(SCc2ccco2)c([N+](=O)[O-])c1)N1CCOCC1	-3	2	98	4	-3	3.4	0	4	-2
O=c1c2ccccc2cnn1Cc1n[nH]c(=S)n1-c1ccccc1	-8	5	101	-13	-2	5.4	-6	1	10
COc1ccc(/C=N/N2CCN(c3ccncc3S(=O)(=O)N3CCCCC3)CC2)cc1	-4	-17	102	-57	-5	-0.7	4	-4	-8
CCOc1cc(-c2cc(N)n[nH]2)cc(OCC)c1OCC	27	-6	.	-22	0	-2.0	.	1	3
COc1ccc(C(=O)COC(=O)c2ccc3c(c2)NC(=O)CS3)c(OC)c1	-14	.	.	.	2	3.3	-1	6	-8
O=C(Nc1nncs1)C1CC(=O)N(CCc2ccc(F)cc2)C1 (centres undefined)	3	-7	101	6	3	2.0	-8	2	5
C=CCn1c(SCCN)nnc1-c1cccc(S(=O)(=O)N2CCOCC2)c1	-4	.	.	.	.	0.9	0	0	-4
Cc1cccnc1NC(=O)c1ccccc1-c1ccccc1C(=O)Nc1ncccc1C	34	-8	100	-16	-1	-1.3	6	5	3
O=C(COC(=O)c1ccccc1Br)Nc1nnc(-c2ccccc2)o1	13	.	.	.	1	-0.4	-5	0	6
Clc1ccc(-c2cc(C3CCNCC3)[nH]n2)cc1	-5	4	97	4	1	-0.9	-7	3	-1
O=C(CCN1C(=O)c2ccccc2C1=O)Nc1ccc(F)cc1F	-4	-19	101	-42	1	0.6	-6	0	10
O=C(COC(=O)c1ccc(O)cc1O)NC1CCCCCC1	3	.	.	.	-1	-2.4	3	5	-4
O=C(NC1CCCCCC1)C1c2ccccc2C(=O)N1Cc1cccnc1 (centres undefined)	-1	-7	102	-42	5	0.1	1	-3	-15
Cc1ccc(S(=O)(=O)N2C(=O)[C@@H]3Cc4ccccc4CN3C2=O)cc1	-12	-10	97	-25	.	-3.0	-9	3	-1
O=[N+]([O-])c1ccc(-c2csc(N3CCCCCC3)n2)cc1	0	0	107	14	1	-0.5	-9	3	0
COc1cccc(C2C(C(C)=O)=C(O)C(=O)N2CCc2c[nH]c3ccccc23)c1 (centres undefined)	-1	-6	100	25	-1	0.2	2	3	4
O=C(Nc1nnc(SCC(=O)N2CCOCC2)s1)C1CC(=O)N(c2ccc(F)cc2)C1 (centres undefined)	3	22	101	14	1	0.3	-3	1	3
CC/C(Cc1ccccc1)=N/NC(=O)c1cccc(Br)c1	-3	4	87	9	2	-1.0	-4	-3	1
COc1ccccc1N1CCN(C(=O)c2ccc(S(=O)(=O)N3CCCCC3)cc2)CC1	-5	7	102	1	1	0.0	0	-5	0
Cc1ccc([N+](=O)[O-])cc1NC(=O)CN1CCC(C)CC1	43	0	.	8	1	-4.9	2	2	-1
C=CCOC(=O)C1=C[C@@H](c2csc3ccccc23)C[C@@H](OCc2ccc(CO)cc2)O1	9	-9	103	32	2	0.3	-8	-5	15
COc1ccccc1N1CCN(C(=S)Nc2ccccc2)CC1	15	-9	105	8	2	-0.1	-8&-9	5	0&4
Cc1ccccc1NC(=O)NNC(=O)COc1ccc2ccccc2c1	-19	7	101	48	2	-0.3	-3	-1	9
CCC(C)(C)NC(=O)/C=C/c1cc(OC)c(OC)c(S(=O)(=O)N2CCc3ccccc32)c1	-15	18	100	4	0	3.3	-10	10	2
CN1C[C@H]2CON(C)[C@H]2C[C@H]1c1cccc(N2CCOCC2)c1	7	.	.	.	.	3.2	-2	-2	0
C=CCn1c(SCC(=O)NCc2ccco2)nnc1C1CCCCC1	0	.	.	.	0	-0.6	2	-4	-6
CC1CSc2ccccc2NC1=S (centres undefined)	13	3	94	-20	4	-2.8	-2	6	11
CCOC(=O)c1oc2ccc(/C=N/O)c(Cl)c2c1C	5	-5	90	28	5	-0.1	-6	-1	5
CCc1nnc(NS(=O)(=O)c2ccc(NC(=S)NC(=O)c3ccccc3)cc2)s1	-8	-3	100	-4	5	1.5	-1	5	3
COc1cccc(NC(=S)N(CCCN2CCCC(C)C2)Cc2cccs2)c1 (centres undefined)	2	12	80	-22	-5	-1.4	-4	-1	-12
c1ccc(C2=NNC(=NC3CC3)SC2)cc1	5	0	102	-30	-1	1.1	-5	-2	4
COC(=O)c1ccc(NC(=O)COC(=O)c2nc3nccc(C)n3n2)cc1	32	12	99	-10	0	-1.5	-5	.	-2
CCN1/C(=C2\C(=O)N(C)C(=S)N2C)C=Cc2cc(OC)ccc21	-11	-1	100	-44	-4	2.2	0	5	-5
CCOC(=O)c1ccc(NC(=O)Nc2cc(C)on2)cc1	-25	-10	93	29	-5	-1.2	-2	0	-7
CC[C@H](C)[C@@H](NC(=O)O[C@@H]1C(=O)c2cc(Br)ccc2O[C@H]1c1cccc(OC)c1)C(=O)OC	-8	-1	87	6	0	1.0	.	.	.
COC(=O)c1c(-c2ccc(SC)cc2)sc2ccc(OC)cc12	4	.	.	.	2	0.9	-2	-2	13
CCN(CC)CCCNC(=O)c1cc(-c2ccc3c(c2)OCO3)on1	-24	5	103	33	-1	2.6	7	-2	2
O=C(Cc1ccc(F)cc1)c1ccc(O)cc1O	17	-4	97	0	5	1.7	-2	-5	-2
Fc1cccc(/C=N/Nc2nccnc2Cl)c1	-6	-20	98	44	4	1.6	-6	-2	0
O=C1c2ccccc2C(=O)N1CCOc1cccc(Br)c1	-4	-8	104	37	1	-0.3	1	1	-1

Some entries already given, showing only CHRM4 PAM, GalR3 antagonist and p-CIP stab down.
SMILES	CHRM4 PAM	GalR3 antagonist	p-CIP stab down
Brc1ccc(-c2ncc3ccccn23)cc1	12	1	-6
COc1ccccc1C(=O)N/C(=C\c1ccccc1)C(=O)NC(C)C(=O)O (centres undefined)	-5	8	-3
O=C(c1ccc(SCc2ccco2)c([N+](=O)[O-])c1)N1CCOCC1	-2	0	2
O=c1c2ccccc2cnn1Cc1n[nH]c(=S)n1-c1ccccc1	10	-6	5
COc1ccc(/C=N/N2CCN(c3ccncc3S(=O)(=O)N3CCCCC3)CC2)cc1	-8	4	-17

Following part
SMILES	CRFBP-R2 block	p-CIP stab down	MEKK3 PB1 HTS	PHOSPHO1 inh	IDE inh	CRFBP-R2 agonist	GalR3 antagonist	IDE act	CHRM4 PAM
C/C(=N\NC(=S)NCc1ccccc1)c1cccc(Br)c1	6	-5	101	-13	-2	3.1	7	-1	1
CCC(=O)Nc1ccc(S(=O)(=O)N2CCC(c3nc4ccccc4[nH]3)CC2)cc1	-1	.	.	.	3	-0.5	-2	0	1
CN1CCN(CC(=O)n2c3c(c4ccccc42)CCCC3)CC1	-6	3	93	18	5	0.5	-1	2	-1
O=C(NCc1ccccn1)c1cc2ccccn2n1	19	1	113	0	-1	-4.5	.	10	1
CC1(C(=O)NNC(=O)c2ccc(=O)oc2)CC1Br (centres undefined)	-23	-6	101	37	3	4.0	-2	.	-1
CCc1nnc(NS(=O)(=O)c2ccc(NC(=O)c3cccc(OC)c3)cc2)s1	-7	0	102	38	-1	2.0	-6	6	10
CC1CCN(C2=NC(=O)/C(=C/c3cn[nH]c3-c3ccccc3)S2)CC1	-14	-7	130*	-29	-3	0.3	2	0	-7
O=C(Nc1cccc(NC(=O)c2ccc(-c3ccc(Br)cc3)o2)c1)c1ccccc1	-2	-12	122	2	-2	5.1	0	0	23
CCc1nnc(NC(=O)CSc2nnc3ncccn23)s1	3	-18	88	-18	-4	0.1	.	4	2
CC1(C)CC(=O)CC(=Nc2ccc(C(=O)O)cc2)C1	18	-7	103	10	3	1.1	0	9	13
CC1CN(S(=O)(=O)c2cccc(C(F)(F)F)c2)C(C)N1C(=O)N1CCOCC1 (centres undefined)	9	-8	103	-2	5	-0.7	-6	0	7
O=C(Nc1ccccn1)c1ccc2c(c1)OCO2	-4	-5	107	-18	1	0.2	-5	-1	5
C/C(=C/c1ccccc1)C(=O)N1CCN(c2ccccc2F)CC1	7	2	102	-2	5	-1.6	1	4	-5
O=C(Nc1ccc(F)cc1)c1ccc(CSc2ccccc2)o1	8	-8	145*	-6	-2	-0.2	-4	-1	-8
CCOC(=O)C1CCCN(S(=O)(=O)c2ccc3c(c2)C(C)(C)C(=O)N3C)C1 (centres undefined)	7	-2	97	36	-2	-0.5	3	4	-5
CCCCN(C)C(=O)C1CCN(Cc2ccccn2)CC1	20	4	103	-28	5	1.9	1	8	9
CC(=O)n1cc(C(C[N+](=O)[O-])SCCN)c2ccccc21 (centres undefined)	4	-7	97	23	-2	2.0	.	-8	8
